tuberculosis growth: growth inhibition of non-replicating M. tuberculosis (AID 488890). Mycobacterium tuberculosis non-replicating, growth inhibition; higher % means a stronger effect. hit rate 0.39% among 320,000. inhibition, % at 25 µM; hits with a dose series show IC50 in µM; in the data active = a potency from the dose series; inconclusive = inhibition mostly from about 82% at the one dose, without a potency; inactive = the rest, 99 in 100 with inhibition below about 76%;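 also: plate controls were DMSO cells for no effect and high antibiotic wells for full effect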
Salmonella PhoP GFP: PhoP regulon inhibitors, Salmonella typhi PhoP promoter GFP reporter, confirmatory (AID 1850); Salmonella Typhi PhoP-promoter GFP reporter, fluorescence, 4 h; higher % means a stronger effect; inhibition, % at 50 µM; hits with a dose series show IC50 in µM; hit rate 0.33% among 310,000; in the data active = a potency from the dose series; inconclusive = inhibition mostly from about 25% at the one dose, without a potency; inactive = the rest, 99 in 100 with inhibition below about 19%;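 also: 0% = induced wells with vehicle and 100% = uninduced wells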
H37Rv inhibition: M. tuberculosis growth inhibition, HTS (AID 449762). M. tuberculosis H37Rv growth inhibition, 7H9 media; higher % means a stronger effect. one-dose inhibition, % at 25 µM; IC50 in µM for titrated hits. hit rate 0.59% among 330,000; in the data active = a potency from the dose series; inconclusive = inhibition above about 70% without an active follow-up result;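 also: bacterial growth assessed after seven days of incubation; strong numbers were not always called active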
VEEV TC-83 Vero: inhibitors of VEEV TC-83 cytopathic effect, confirmation, Vero cells (AID 588727). Vero cells, VEEV TC-83 cytopathic effect inhibition; higher % means a stronger effect. inhibition, % at 20 µM, or IC50 in µM where a hit was titrated. hit rate 0.13% among 350,000; in the data active = a potency from the dose series; inconclusive = inhibition mostly from about 14% at the one dose, without a potency; inactive = the rest, 99 in 100 with inhibition below about 12%; also: strong numbers were not always called active
influenza NS1A: H1N1 influenza NS1A inhibitors, functional cell based assay (AID 504329) | NS1A functional cell-based assay, percent inhibition; higher % means a stronger effect | one-dose inhibition, % at 12.5 µM; IC50 in µM for titrated hits | hit rate 0.3% among 340,000; in the data active = a potency from the dose series; inconclusive = inhibition above about 27% without an active follow-up result; also: strong numbers were not always called active
An asterisk follows results filed as active; i = inactive; ? = inconclusive; · = no result given. Outcome played no part in choosing rows; overall some 1.6% were active at least once.

item	SMILES	tuberculosis growth	Salmonella PhoP GFP	H37Rv inhibition	VEEV TC-83 Vero	influenza NS1A
1	COc1ccc(S(=O)(=O)Nc2ccc3c(c2)n(C)c(=O)n3C)cc1OC	-9%	8%	0%	i	0%
2	CN(C(=O)COC(=O)c1ccc(Cl)c(S(=O)(=O)N2CCCCC2)c1)C1(C#N)CCCCC1	-8%	·	-6%	3.1%	-7%
3	Cc1[nH]c2ccccc2c1C(c1ccncc1)N1CCN(c2ccccc2F)CC1 (stereo unspecified)	7%	-4%	7%	0.6%	-9%
4	Cc1nc(-c2ccc(Br)cc2)ccc1C(=O)O	-17%	-4%	-10%	0.1%	0%
5	CN1CCN(c2nc3c(c(=O)n(C)c(=O)n3C)n2Cc2ccc(Cl)cc2)CC1	-1%	-2%	3%	0.1%	-5%
6	CCOC(=O)C1=C(Nc2ccccc2)CC(C)(O)C(C(=O)OCC)C1c1ccc(Br)cc1 (stereo unspecified)	23%	-6%	8%	0.2%	-3%
7	COc1ccc2nc3n(c(=O)c2c1)-c1ccc(Cl)cc1C(=O)NC3Cc1ccccc1 (stereo unspecified)	17%	·	5%	·	·
8	Cc1cc(C)n(CC(=O)Nc2ccc(N3CCOCC3)c(Cl)c2)c(=O)c1C#N	0%	-1%	4%	1.2%	-12%
9	Cc1cc2c(cc1C)-c1c(ssc1=Nc1ccc(S(N)(=O)=O)cc1)C(C)(C)N2	19%	4%	7%	2.9%	3%
10	Cc1ccc(C(=O)N2CCN(Cc3ccc4c(c3)OCO4)CC2)cc1S(=O)(=O)N1CCOCC1	-3%	13%	2%	i	-8%
11	COc1ccc2c3c([nH]c2c1)C1(NCC3)C(=O)Nc2ccccc21 (stereo unspecified)	0%	4%	-5%	1.0%	-4%
12	Cc1ccc(NCCCn2cnc(C(=O)Nc3ccc(C)c(C)c3)n2)cc1C	·	·	·	i	30%
13	Cc1cc(C(=O)OCC(=O)Nc2ccc(F)cc2[N+](=O)[O-])c2ccccc2n1	8%	-8%	10%	i	1%
14	O=C(c1ccc2nc3ccccc3c(=O)n2c1)N1CCN(Cc2ccc3c(c2)OCO3)CC1	30%	2%	6%	1.1%	-6%
15	CCCCC1(c2ccc(F)cc2)NC(=O)N(CC(=O)Nc2ccc(N3CCOCC3)cc2)C1=O (stereo unspecified)	16%	·	-3%	8.9%	2%
16	CC(C)(C)OC(=O)N1Cc2ccccc2C[C@H]1C(=O)NCC(=O)Nc1ccc2c(c1)OCCO2	22%	14%	9%	0.9%	-29%
17	CCCCNc1c(-c2ccc(OC)c(SC3CCCCC3)c2)nc2cnccn12	29%	8%	?	5.0%	8%
18	COc1ccccc1/C=C1\SC(=O)N(CCC(=O)NNC(=O)c2ccccc2Cl)C1=O	-8%	5%	-6%	0.2%	7%
19	O=C(N/N=C/c1c[nH]c2ccccc12)c1cc(Br)ccc1O	9%	11%	-9%	2.3%	-30%
20	O=[N+]([O-])c1ccc(S(=O)(=O)NCCS(=O)(=O)N2CCN(c3ccccc3)CC2)cc1	16%	-1%	2%	i	6%
21	Cc1nn(Cc2ccccc2)c(C)c1CNC(=O)c1ccc(F)c(S(=O)(=O)N2CCOCC2)c1	13%	·	-10%	0.8%	-6%
22	CCCCn1c(NC(=O)c2ccc(Br)o2)c(S(=O)(=O)c2ccccc2)c2nc3ccccc3nc21	35%	-28%	0%	0.5%	15%
23	C[C@H]1CCC/C=C/[C@@H]2C[C@H](O)C[C@H]2[C@@H](O)/C=C/C(=O)O1	·	·	·	?	7%
24	CCN(CC)c1nc(N)nc(NS(=O)(=O)c2ccc(Cl)cc2)n1	31%	6%	-1%	0.7%	-5%
25	CCN(CC)c1ccc(NC(=O)C2=CC=CN3CCS(=O)(=O)N=C23)cc1	31%	·	2%	1.2%	-2%
26	COc1cc(/C=C(\C#N)c2ccccn2)ccc1OCc1ccc(Cl)cc1	78%	-7%	?	2.5%	2%
27	O=C(CCCN1C(=O)/C(=C/c2cccs2)SC1=S)Nc1ccccc1O	-7%	-5%	-8%	2.2%	1%
28	CC1(C)C2CCC(C2)C1(C)NC(=O)CNCc1cccs1 (stereo unspecified)	31%	-1%	7%	i	9%
29	CCCOc1ccccc1/C=N/Nc1ccnc(=O)[nH]1	11%	-1%	2%	0.9%	1%
30	COc1ccc2c(c1O)[C@]13CCN(C)[C@H](C2)[C@@H]1CCC(=O)C3	0%	15%	-4%	i	-9%

As entered above:
Result for no. 20 in influenza NS1A: 6%
Result for no. 30 in H37Rv inhibition: -4%
Result for no. 11 in tuberculosis growth: 0%
Result for no. 1 in Salmonella PhoP GFP: 8%
Result for no. 3 in VEEV TC-83 Vero: 0.6%

Returning to the listing; the 4 compounds before the break are reprinted first.
item	SMILES	tuberculosis growth	Salmonella PhoP GFP	H37Rv inhibition	VEEV TC-83 Vero	influenza NS1A
27	O=C(CCCN1C(=O)/C(=C/c2cccs2)SC1=S)Nc1ccccc1O	-7%	-5%	-8%	2.2%	1%
28	CC1(C)C2CCC(C2)C1(C)NC(=O)CNCc1cccs1 (stereo unspecified)	31%	-1%	7%	i	9%
29	CCCOc1ccccc1/C=N/Nc1ccnc(=O)[nH]1	11%	-1%	2%	0.9%	1%
30	COc1ccc2c(c1O)[C@]13CCN(C)[C@H](C2)[C@@H]1CCC(=O)C3	0%	15%	-4%	i	-9%
31	COc1cc(NC(=O)C/C(C)=N/NC(=O)C(OC)c2ccccc2)c(OC)cc1Cl (stereo unspecified)	25%	-2%	-4%	0.2%	-1%
32	CCOCCCn1c(=NC(C)=O)c(C#N)cc2c(=O)n3cccc(C)c3nc21	-19%	-6%	-4%	7.0%	·
33	O=C(Cc1ccc([N+](=O)[O-])cc1)Nc1cccc(C(=O)N2CCOCC2)c1	1%	·	4%	0.2%	-5%
34	CC(=O)N/C(=C\c1cccc([N+](=O)[O-])c1)C(=O)NC1CCCCC1	3%	-8%	4%	i	10%
35	O=C(Nc1ccc(Cl)cc1Cl)C1CCC(=O)N1Cc1ccccc1Cl (stereo unspecified)	4%	-5%	-5%	0.6%	-1%
36	CCC(=O)Nc1ccc(S(=O)(=O)NCCc2ccccc2)cc1	12%	1%	19%	1.1%	-1%
37	CC1CCCCN1S(=O)(=O)c1ccc(C(=O)Nc2nnc(-c3cccs3)o2)cc1 (stereo unspecified)	?	9%	2%	13%	-8%
38	O=c1c(-c2cc3ccccc3o2)[n+]([O-])c2ccccc2n1OCc1ccccn1	8%	-8%	-2%	4.8%	2%
39	Nn1cc(-c2ccccc2)nc1SCC(=O)N1CCN(S(=O)(=O)c2ccc(Cl)cc2)CC1	7%	4%	3%	1.2%	-5%
40	O=C(CCN1CCCCC1)N=Nc1c(O)[nH]c2ccccc12	79%	-3%	-7%	6.9%	-2%
41	Cc1nc(NCC2CCCO2)nc2c1C(=O)CC(C)C2 (stereo unspecified)	6%	-6%	5%	0.5%	-7%
42	COc1ccc(S(=O)(=O)NC2CC(=O)N(c3cccc(F)c3)C2)cc1OC (stereo unspecified)	-16%	5%	-4%	3.0%	-7%
43	NC(=O)c1ccsc1NC(=O)CSc1ccccc1F	2%	6%	-2%	2.5%	-3%
44	Cc1ccc(C)c(NC(=O)CCC(=O)NNC(=S)Nc2ccccc2)c1	-10%	5%	-11%	4.3%	-5%
45	CCC(=O)N1CCc2cc(S(=O)(=O)CCC(=O)NCc3ccc(OC)cc3)ccc21	17%	2%	-7%	0.6%	-3%
46	CC1(c2ccc(Cl)cc2)NC(=O)N(CC(=O)NCc2cccs2)C1=O (stereo unspecified)	9%	5%	3%	i	-1%
47	CCN(C(=O)COC(=O)/C=C/c1ccccc1[N+](=O)[O-])C1CCS(=O)(=O)C1 (stereo unspecified)	-6%	-3%	-5%	0.9%	-7%
48	COc1cccc(Cn2nc3c4cc(F)ccc4n(Cc4ccc(F)cc4)cc-3c2=O)c1	8%	-1%	-2%	0.6%	2%
49	CCCCCn1c(N)c(C(=O)NCCN2CCOCC2)c2nc3ccccc3nc21	37%	0%	?	2.3%	-23%
50	CNCCOc1ccccc1OC(C)C	-14%	-10%	0%	i	-2%
51	CC1(C)CC(=O)C(C=NCCN2CCN(C(=O)Cc3ccccc3)CC2)=C(O)C1	-12%	3%	-4%	4.5%	4%
52	CC1CCN(CCCNC(=O)C2CCN(S(=O)(=O)N3CCC4(CC3)OCCO4)CC2)CC1	-6%	5%	-10%	1.0%	-13%
53	O=C(CSc1ccccc1C(=O)O)c1ccccc1	9%	4%	48%	2.5%	-7%
54	COc1cccc(CNC(=O)c2ccc(C)c(S(=O)(=O)N3CCCCC3)c2)c1	8%	2%	-1%	7.2%	-19%
55	O=C(NN=C1CCCC1)c1ccccc1O	·	-1%	5%	2.0%	-10%
56	CC[C@H](C)[C@H](NC(N)=O)C(=O)Nc1ccc(S(=O)(=O)NC(C)C)cc1	0%	-9%	-6%	i	-7%
57	Brc1cc(Cc2nnc(-c3ccccc3)o2)c(Br)s1	?	7%	-7%	1.2%	-2%
58	C#CCN(C(=O)Nc1ccccc1)c1ccccc1	-15%	-8%	-1%	i	-3%
59	N#Cc1c(Nc2ccccc2Cl)s[nH]c1=O	27%	0%	-7%	8.0%	4%
60	O=C(COc1ccccc1)Nc1ncccn1	-5%	-8%	-8%	0.1%	1%

Compound profiles, as listed above. Order of values: tuberculosis growth	Salmonella PhoP GFP	H37Rv inhibition	VEEV TC-83 Vero	influenza NS1A
COc1cccc(Cn2nc3c4cc(F)ccc4n(Cc4ccc(F)cc4)cc-3c2=O)c1 as listed: 8%	-1%	-2%	0.6%	2%
Brc1cc(Cc2nnc(-c3ccccc3)o2)c(Br)s1 as listed: ?	7%	-7%	1.2%	-2%
COc1cc(NC(=O)C/C(C)=N/NC(=O)C(OC)c2ccccc2)c(OC)cc1Cl (stereo unspecified) as listed: 25%	-2%	-4%	0.2%	-1%
CCN(C(=O)COC(=O)/C=C/c1ccccc1[N+](=O)[O-])C1CCS(=O)(=O)C1 (stereo unspecified) as listed: -6%	-3%	-5%	0.9%	-7%
CC[C@H](C)[C@H](NC(N)=O)C(=O)Nc1ccc(S(=O)(=O)NC(C)C)cc1 as listed: 0%	-9%	-6%	i	-7%

The listing continues:
item	SMILES	tuberculosis growth	Salmonella PhoP GFP	H37Rv inhibition	VEEV TC-83 Vero	influenza NS1A
61	N=c1ccn(Cc2cccc(F)c2)cc1	2%	3%	-4%	0.0%	·
62	CCc1cccc(Nc2cc(C)nc3ncnn23)c1	-1%	-19%	3%	0.6%	-2%
63	NC(=O)CN(c1ccccc1)C1SC(=O)N(Cc2ccccc2)C1=O (stereo unspecified)	-10%	2%	-5%	0.4%	0%
64	CC(=NNC(=O)C(C)SC(C)C(=O)NN=C(C)c1cccnc1)c1cccnc1 (stereo unspecified)	·	·	·	1.9%	0%
65	CCCn1c(SCC(=O)Nc2cc(Cl)ccc2OC)nc(O)cc1=O	4%	·	1%	5.0%	2%
66	O=C(Nc1cc(Cl)ccc1-n1cncn1)c1cc(F)cc(F)c1	-14%	-1%	-1%	1.4%	-12%
67	COc1ccc(CNC(=O)c2ccc(NS(=O)(=O)c3ccc4[nH]c(=O)[nH]c4c3)cc2)cc1OC	4%	·	1%	0.8%	-4%
68	CC(=O)Oc1cc2c(C(=O)NCCCN3CCOCC3)c(C)oc2c2ccccc12	21%	-1%	-2%	?	10%
69	COc1cccc(Nc2ncnc3sc(C)cc23)c1	-6%	-18%	3%	2.8%	3%
70	Cc1ccccc1CN1C(=O)CS/C1=N/N=C/c1ccco1	-2%	3%	-3%	i	-15%
71	CNc1nc(=S)[nH]c2ccccc12	20%	10%	-13%	i	1%
72	CN(C(=O)C1CCN(S(=O)(=O)c2ccccc2)CC1)c1c(N)n(Cc2ccccc2)c(=O)[nH]c1=O	7%	4%	-1%	2.8%	-3%
73	CC(NC(=O)C(c1ccccc1)c1ccccc1)C(=O)O (stereo unspecified)	10%	-10%	1%	0.6%	-1%
74	Cc1cc(NC(=O)COC(=O)c2cc([N+](=O)[O-])ccc2N2CCOCC2)ccc1Br	19%	5%	?	6.0%	9%
75	Cc1ccc(C(=O)N2CCN(c3ccccc3F)CC2)cc1S(=O)(=O)N1CCOCC1	-3%	15%	-6%	1.9%	-6%
76	CC(=O)Nc1ccc(Oc2sc(C(=O)c3ccccc3)c(N)c2C#N)cc1	-4%	5%	1%	6.7%	-4%
77	O=[N+]([O-])c1sccc1CS(=O)(=O)c1ccccc1	-5%	8%	1%	i	-1%
78	CC(=O)c1ccc(NCCC(=O)c2ccccc2)cc1	?	-3%	2%	1.4%	-2%
